Bioassay records deposited in PubChem BioAssay by National Center for Advancing Translational Sciences (NCATS).
TCR activator – activates T cell receptor signaling; AID 504894; 330,000 tested, under 10 active; Potency, µM (doses to about 9.22 µM), without a hit: top-dose activation of IL-2 secretion, most hits filed as activators; primary human leukocytes, anti-CD3, IL-2 HTRF, 48 h; further: % of control where 0% means no effect
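Primary human leukocytes incubated 48 hr with anti-CD3 beads plus compound, without co-stimulation. Secreted IL-2 measured by HTRF (europium cryptate/d2 anti-IL-2 pair, 320 nm excitation, 665 nm emission).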
TSHR antag – antagonists of human thyroid stimulating hormone receptor | activity change, negative = inhibition, % at 11.5 µM | actives 0.2% (n = 330,000) | AID 504810 | TSHR-expressing cells, TSH-stimulated cAMP HTRF, 2 h; stronger effect = lower value;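 active means activity change below a set negative limit, meaning inhibition stronger than a set level, cut at about -70% in these data; inconclusive means activity change between two set negative limits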; further: on the % scale 0 is the no-effect control and ±100 the full control effect
Target sequence (P16473 whole entry, looked up): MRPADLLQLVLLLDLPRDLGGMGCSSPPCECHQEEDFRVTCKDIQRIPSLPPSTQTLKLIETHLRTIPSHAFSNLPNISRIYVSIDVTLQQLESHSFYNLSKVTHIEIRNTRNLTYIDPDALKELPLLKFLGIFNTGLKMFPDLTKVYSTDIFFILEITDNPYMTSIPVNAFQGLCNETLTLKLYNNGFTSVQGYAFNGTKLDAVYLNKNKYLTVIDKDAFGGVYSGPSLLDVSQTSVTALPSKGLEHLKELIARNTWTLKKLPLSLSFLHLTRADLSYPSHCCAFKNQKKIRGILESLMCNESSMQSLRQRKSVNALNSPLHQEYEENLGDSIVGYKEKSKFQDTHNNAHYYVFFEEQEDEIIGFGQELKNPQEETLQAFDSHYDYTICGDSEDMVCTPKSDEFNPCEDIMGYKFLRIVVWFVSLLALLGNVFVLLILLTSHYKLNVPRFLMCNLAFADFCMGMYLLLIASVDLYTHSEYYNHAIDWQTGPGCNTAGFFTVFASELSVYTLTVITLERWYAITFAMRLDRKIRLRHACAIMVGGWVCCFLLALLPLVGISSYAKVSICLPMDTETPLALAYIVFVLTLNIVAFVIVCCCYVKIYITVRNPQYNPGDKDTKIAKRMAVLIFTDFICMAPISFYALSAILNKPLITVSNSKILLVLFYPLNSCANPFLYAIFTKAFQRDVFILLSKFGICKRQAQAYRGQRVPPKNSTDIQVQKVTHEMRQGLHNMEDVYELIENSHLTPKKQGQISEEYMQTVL
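Read-out is FRET at 665 nm (cryptate excitation 337 nm) from a cryptate-tagged anti-cAMP antibody, competed by cell cAMP against cAMP-d2. Compounds are tested on freshly harvested TSHR cells challenged with 4nM TSH (EC80) for 2 hours at 37 deg C.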
MBNL1-CUG inh – MBNL1-poly(CUG) RNA binding inhibition; Q9NR56; Potency, µM (titrated, usually from 57.5 µM), without a hit: top-dose activity change, negative = inhibition, hits mostly inhibitors; TR-FRET MBNL1-His/biotin-(CUG)12 binding, 665/545 ratio; actives 0.036% (n = 280,000); AID 2675; active means well fitted inhibition curve with a large enough effect in the signal ratio, with a control signal flat, not every such curve was filed as active; inconclusive means small, poorly fitted or top-dose-only effect, or effect the other way, or a change in a side signal; inactive means no such curve, though single readings can be large or run the other way; the % refers to the signal ratio; further: potency means the concentration at half of the fitted maximal effect; on the % scale 0 is the no-effect control and ±100 the full control effect
Target sequence (Q9NR56 whole entry, looked up): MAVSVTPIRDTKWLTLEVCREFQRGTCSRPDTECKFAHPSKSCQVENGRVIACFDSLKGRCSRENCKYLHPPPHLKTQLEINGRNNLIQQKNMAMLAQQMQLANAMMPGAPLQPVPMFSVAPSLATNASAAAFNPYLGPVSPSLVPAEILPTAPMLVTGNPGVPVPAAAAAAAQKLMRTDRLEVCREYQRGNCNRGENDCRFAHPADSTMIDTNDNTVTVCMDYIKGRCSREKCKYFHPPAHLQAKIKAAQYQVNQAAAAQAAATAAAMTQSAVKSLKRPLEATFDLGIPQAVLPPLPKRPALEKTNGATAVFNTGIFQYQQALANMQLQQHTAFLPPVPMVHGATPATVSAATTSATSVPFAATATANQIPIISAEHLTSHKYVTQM
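TR-FRET readout: Ex 340 nm, 665/545 nm emission ratio, normalized to buffer-only (basal) and MBNL1-(CUG)12 controls. Complex of MBNL1-His with Biotin-(CUG)12, compounds 92 nM–58 uM, incubated 60 min at room temperature.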
Integrin act MD – activates integrin-mediated alleviation for muscular dystrophy; alpha7betagal myoblasts, beta-gal FDG fluorescence, 48 h; Potency, µM (doses to about 38.3 µM), for inactives: top-dose activation, hits mostly activators; actives 0.064% (n = 350,000);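 further: potency means the concentration at half of the fitted maximal effect; 100% = response of the positive control SU9516; nearly all actives have a fitted effect of over 60% in size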
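alpha7betagal+/- myoblasts (passage 13, 250/well) treated 48 h at 37C with compounds at 1:260 dilution of DMSO stock. Lysed, then beta-galactosidase activity read as FDG fluorescence (ex 480/em 540) after 30 min, with pre-read for autofluorescence.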
S-ASM inh – blocks human secretory acid sphingomyelinase | Potency, µM (top dose mostly 57.5 µM), for the others: at the top dose activity change, negative = inhibition, most hits filed as inhibitors | P17405 | actives 0.006% (n = 340,000) | placental ASM, HMU-PC fluorogenic substrate, 60 min; further: potency means the concentration at half of the fitted maximal effect
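qHTS format. ASM enzyme prepared from human placenta hydrolyses the fluorogenic substrate HMU-PC0 (9 uM final) over 60 min at 37 °C after a 10 min compound preincubation.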
PTAP TSG101 blk – blocks PTAP/TSG101 interaction to inhibit HIV-1 budding. Fluorescence polarization, FITC-PTAP peptide / Tsg101 binding. Potency, µM (top dose mostly 115 µM), for inactives: top-dose activity change, negative = inhibition, actives largely listed as inhibitors. 340,000 tested, under 10 active; active means well fitted inhibition curve with a large enough effect in the main read-out, with a control signal flat, not every such curve was filed as active; inconclusive means small, poorly fitted or top-dose-only effect, or effect the other way, or a change in a side signal; inactive means no such curve, though single readings can be large or run the other way; further: potency means the concentration at half of the fitted maximal effect; % of control where 0% means no effect
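Fluorescence polarization binding of Tsg101 binding domain (10 uM final) to FITC-labeled PTAP peptide (50 nM final) in HEPES pH 7.5 buffer with NaCl, Tween 20, EDTA, TCEP. Compounds added before peptide; binding 20 min at RT.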
MLL CXXC-DNA inh – inhibitors of human MLL CXXC domain-DNA interaction. MLL-CXXC / FITC-HOXA9 DNA fluorescence polarization. Potency, µM (series often up to 115 µM), without a hit: top-dose activity change, negative = inhibition, hits mostly inhibitors. actives 0.037% (n = 290,000); active means well fitted inhibition curve with a large enough effect in the polarisation, with a control signal flat, not every such curve was filed as active; inconclusive means small, poorly fitted or top-dose-only effect, or effect the other way, or a change in a side signal; inactive means no such curve, though single readings can be large or run the other way; the % refers to the polarisation; further: potency means the concentration at half of the fitted maximal effect
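Fluorescence polarization: 7 uM MLL-CXXC (stock) preincubated 5 min with compounds, then 50 nM fluorescein-HOX-A9 DNA (stock) added; 30 min ambient. Buffer 50 mM Tris-HCl pH 7.5, 50 mM NaCl, 1 mM DTT, 0.05% BSA.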
Menin-MLL TR inh – inhibitors of human menin-MLL interaction, mutant MLL peptide; O00255; Menin + Texas Red MLL mutant peptide, fluorescence polarization; Potency, µM (titrated, usually from 61.6 µM), without a hit: at the highest dose FP activity change, negative = inhibition, usual class: inhibitors; actives 0.23% (n = 270,000); AID 1768; active means well fitted inhibition curve with a large enough effect in the polarisation, with a control signal flat, not every such curve was filed as active; inconclusive means small, poorly fitted or top-dose-only effect, or effect the other way, or a change in a side signal; inactive means no such curve, though single readings can be large or run the other way; the % refers to the polarisation; further: potency means the concentration at half of the fitted maximal effect; % of control where 0% means no effect; many of its hits are not listed in these tables
A-T KAP1 phos – candidate therapy for ataxia-telangiectasia | […] A-T fibroblasts, KAP-1 phosphorylation AlphaLISA; neocarzinostatin DNA damage 30 min before lysis | Potency, µM (titrated, usually from 57.5 µM), without a hit: top-dose activation, most hits filed as activators | actives 0.19% (n = 320,000) | AID 485349; further: potency means the concentration at half of the fitted maximal effect; % of control where 0% means no effect; nearly all actives have a fitted effect of over 45% in size
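ATM-like activity read as KAP-1 phosphorylation via AlphaLISA donor/acceptor antibody pairs after lysis and 6 hr at 25C. Cells were ATM-null patient fibroblasts ([…], hTERT), dosed 60 min, then exposed to the DSB inducer NCS for 30 min.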
Mito fusion act – inhibitors of mitochondrial division or activators of mitochondrial fusion | Potency, µM (highest dose often 46.1 µM), for the others: top-dose growth rescue (activation), actives largely listed as activators | AID 485298 | actives 0.23% (n = 320,000) | S. cerevisiae fusion-defective mutant growth rescue, CellTiterGlo 48 h;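 further: potency means the concentration at half of the fitted maximal effect; % of control where 0% means no effect; nearly all actives have a fitted effect of over 45% in size; temperature-sensitive fusion mutants such as fzo1-1 at 37 °C on non-fermentable ethanol glycerol medium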
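Temperature-sensitive fusion-defective S. cerevisiae (e.g. fzo1-1, mgm1-5) were grown with compound in YPEG medium (3% ethanol, 3% glycerol) for 48 hours at 37C. Growth rescue was measured as viability by CellTiterGlo luminescence after 10 minutes at ambient.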
Active calls of the source: *; ? = inconclusive; . = not tested or not shown; [ ] = dose if it differs, or a comment. Unless noted, the call rests on the fitted dose curve; in most records, active means well fitted curve in the direction sought with a large enough effect; inconclusive means small, poorly fitted or top-dose-only effect, or another doubt; inactive means no such curve, though single readings can be large; an effect the other way counts as inactive or inconclusive. A portion of the library. The share of hits here may be higher or lower than overall.

SMILES	TCR activator	TSHR antag	MBNL1-CUG inh	Integrin act MD	S-ASM inh	PTAP TSG101 blk	MLL CXXC-DNA inh	Menin-MLL TR inh	A-T KAP1 phos	Mito fusion act
O=C(COC(=O)Cc1cccc(C(F)(F)F)c1)NC1CCS(=O)(=O)C1 (configuration not stated)	-7%	-1	.	30%	.	-2%	.	.	-1%	-13%
CCOC(=O)N1CCN(C(=O)C2CCN(C(=O)c3ccccc3C)CC2)CC1	-3%	.	.	-76%[inhibitor]	-1%	1%	.	.	.	.
C/C=C/c1ccc(Oc2nnnn2-c2ccc(C(=O)O)cc2)c(OC)c1	5%	-30	4%	-13%	-1%	-4%	1%	24%	2%	8%
Cc1csc(NC(=O)c2cccc(C)c2C)n1	-1%	-4	2%	7%	3%	-6%	-2%	-18%	2%	-1%
CN(CCCC(=O)Nc1ccc(OC(F)F)cc1)S(=O)(=O)c1ccc(F)cc1	5%	3	-2%	0%	-2%	-1%	0%	12%	1%	3%
CCn1c(COc2ccc(C(C)C)cc2)nnc1SCC(=O)Nc1nccs1	-2%	10	-2%	0%	4%	-6%	17%	?	-1%	-1%
COc1ccccc1NC(=O)c1ccc2nsnc2c1	0%	3	?	26%	-3%	-6%	-5%	7%	-12%	2%
Cc1cc(C(=O)NCc2cccs2)cs1	0%	10	-6%	21%	0%	1%	-6%	5%	1%	-2%
CCn1c(SCC(N)=O)nnc1-c1cc2c(C)nn(-c3ccccc3)c2s1	-6%	-13	-6%	2%	-4%	-2%	21%	-12%	0%	5%
CCN(C(=O)COC(=O)c1nn(-c2ccccc2)c(=O)c2ccccc12)C1CCS(=O)(=O)C1 (configuration not stated)	5%	0	?	-8%	-2%	-4%	-7%	.	18%	-2%
COc1ccc(S(=O)(=O)Nc2cc3c4c(c2)C(C)C(=O)N4CCC3)cc1OC (configuration not stated)	1%	-2	.	9%	-4%	-8%	.	.	-5%	2%
O=C(CSc1cccc[n+]1[O-])Nc1cccc(S(=O)(=O)NC2=NCCCCC2)c1	3%	0	-7%	-15%	0%	-5%	3%	-7%	2%	-8%
COc1cc(C(=O)NC(c2ccccc2)c2ccccc2)cc(OC)c1OC	-2%	-7	6%	18%	-3%	-1%	15%	0%	5%	-1%
COc1ccc(Cc2noc(-c3ccc(OC)c(OC)c3)n2)cc1OC	-2%	-7	-6%	-7%	-8%	0%	1%	5%	8%	-1%
O=C(c1cc(COc2ccc3ncccc3c2)on1)N1CCCC(O)C1 (configuration not stated)	-1%	-7	-9%	-20%	-3%	-6%	0%	-25%	5%	0%
COc1ccc(-n2ncc(N(C)n3cccc3)c(Cl)c2=O)cc1	0%	1	23%	18%	1%	-4%	-3%	-14%	-3%	5%
S=c1[nH]nc(CSCc2ccc(Cl)cc2Cl)n1-c1ccccc1	5%	-15	-1%	5%	-16%	-4%	19%	-3%	-5%	20%
CCOC(=O)N1CCN(Cc2ccc3c(c2)OCO3)CC1	.	11	-1%	-36%	3%	1%	0%	1%	1%	1%
COc1cc(/C=C/C(=O)OCC(=O)N2CCCc3ccccc32)ccc1OC(F)F	13%	18	.	-9%	-8%	-1%	.	.	0%	8%
COc1ccccc1NS(=O)(=O)c1ccc(C(=O)N2CCN(c3ccccc3O)CC2)cc1	-4%	-6	.	23%	-2%	0%	.	.	2%	4%
Cc1ccc(S(=O)(=O)c2nnn3c2nc(N2CCCCC2)c2ccccc23)cc1	4%[46.1 µM]	5	.	?	-2%	-1%	2%	-14%	-8%	13%
CC(=O)c1cccc(Nc2nc(-c3ccccc3)nc3ccccc23)c1	.	-22	124%[activator]	27%	1%	2%	0%	?	-5%	3%
COc1ccccc1OCc1ccc(C(=O)Nc2ccncc2)o1	4%	-8	6%	1%	-5%	-2%	68%[activator]	4%	-10%	0%
Cc1c(CNC(=O)C2CCC(=O)N(CCc3ccccc3)C2)cnn1C (configuration not stated)	-6%	6	-11%	1%	-2%	.	-9%	-3%	5%	1%
CCc1ccc(NC(=O)C2CCN(S(=O)(=O)c3ccc4[nH]c(=O)ccc4c3)CC2)cc1	3%	0	-4%	53%	-1%	-3%	.	6%	-5%	-2%
Cc1ccc(CN2Cc3cccc4c3[C@@H](CC2=O)[C@H](O)[C@H](O)C4)cc1	-2%	-19	.	29%	2%	-1%	.	.	11%	-3%
Cc1ccc(S(=O)(=O)N2CCN(C(=O)COC(=O)COc3ccc(Cl)cc3)CC2)c(C)c1	-8%	.	.	?	-2%	-4%	.	.	.	.
Cc1ccc(NC(=O)c2ncn(CCCN(CCCn3cnc(C(=O)Nc4ccc(C)c(C)c4)n3)Cc3ccc4[nH]ccc4c3)n2)cc1C	2%	.	.	-14%	?	-1%	.	.	.	.
O=C(CCCCCN1C(=O)c2ccccc2C1=O)NCc1ccccn1	3%	1	14%	-6%	2%	-7%	-6%	.	7%	3%
CC(=O)c1ccccc1C(=O)N(C)C1CCCN(Cc2ccccc2F)C1 (configuration not stated)	.	7	-2%	4%	3%	-4%	0%	0%	3%	-3%
Cn1c(NCCCN2CCOCC2)nc2c1c(=O)n(Cc1ccc(Cl)cc1)c(=O)n2C	-1%	2	5%	-14%[7.66 µM]	0%	-6%	-3%	14%	-8%	0%
COC(=O)c1ccc(CN=C(NS(=O)(=O)c2ccccc2)c2ccccc2)cc1	8%	.	.	-15%	0%	1%	.	.	-14%	.
Cn1cc(/C=N\NC(=O)C2COc3ccccc3O2)c2ccccc21 (configuration not stated)	0%[46.1 µM]	3	-13%	.	.	.	6%	42%[activator]	-7%	-5%
CC(Oc1ccc(Br)cc1)C(=O)NC1CCCCCC1 (configuration not stated)	0%	?	.	?	-1%	-8%	.	.	12%	17%
COc1ccc(NC(=O)COC(=O)/C=C/c2cnc3ccccc3n2)cc1	1%	-10	13%	-15%	3%	-1%	-16%	-4%	0%	-4%
COc1ccc(NC(C)=O)cc1S(=O)(=O)N(C)Cc1c(C)nn(-c2ccccc2)c1C	0%	-16	.	21%	-2%	-8%	.	.	6%	-2%
O=C(NCC1CCCN(Cc2cccc(C(F)(F)F)c2)C1)c1ccc(F)cc1 (configuration not stated)	4%	12	-13%	-4%	8%	-2%	-2%	-7%	-2%	-1%
O=C(Nc1cccc(Br)c1)c1cc2ccccc2o1	3%	-6	-2%	18%	-10%	3%	-4%	?	10%	1%
O=C(Nc1cccc(C(F)(F)F)c1)c1cccnc1N1CCN(CCO)CC1	-1%	-1	-4%	-21%	-1%	-10%	1%	22%	0%	-1%
CS(=O)(=O)Nc1ccc(C2=NN(C(=O)C3CCCCC3)C(c3cccs3)C2)cc1 (configuration not stated)	13%[46.1 µM]	-9	4%	-15%	127%[activator]	11%	10%	-2%	14%	25%
Cc1cc(N/N=C2/CCCc3ccccc32)nc2ccccc12	5%	5	-1%	-52%[inhibitor]	21%	-3%	12%	-13%	8%	-2%
CC(=NCCc1ccccc1)C1=C(O)COC1=O	-11%	5	-4%	24%	-1%	-3%	-5%	-6%	-6%	-3%
COc1c(S(=O)(=O)N2CCN(c3ccc(F)cc3)CC2)ccc(Cl)c1Cl	-1%	-6	-1%	-4%[7.66 µM]	-3%	-3%	15%	?	-2%	0%
CCOc1ccc(S(=O)(=O)N(C)c2ccc(OCC(=O)NCc3cccnc3)cc2)cc1	-3%	0	-9%	12%	4%	0%	12%	-15%	2%	-4%
COc1ccc(OC)c(C(=O)NC2CCSc3ccccc32)c1 (configuration not stated)	-2%	-11	-4%	2%	0%	-10%	3%	14%	3%	28%
O=C(COC(=O)c1ccc([N+](=O)[O-])o1)Nc1cccc2ccccc12	-6%	4	?	18%	-1%	-1%	-9%	18%	7%	14%
COCC(=O)OCC(=O)Nc1ccccc1-c1ccccc1	0%	4	2%	9%	3%	-2%	-8%	-1%	1%	5%
COc1cc(NC(=S)NC(=O)c2ccccc2F)ccc1NC(=O)c1ccco1	5%[46.1 µM]	2	-5%	10%	4%	1%	-4%	-7%	3%	-4%
COc1c(C(=O)NCCSC(C)(C)C)ccc2ccccc12	-2%[46.1 µM]	7	.	-21%	4%	-3%	2%	4%	0%	12%
CCOc1ccc(NS(=O)(=O)c2ccc(C(=O)N(C)CC(=O)Nc3ccccc3Br)cc2)cc1	-1%	.	.	-14%	-2%	2%	.	.	.	.
O=C1CC(NS(=O)(=O)c2cccnc2)CN1c1ccc(F)cc1 (configuration not stated)	-1%	0	.	13%	.	-2%	.	.	2%	-5%
